# Screens: PubChem, several laboratories
# Mcl1 Noxa PPI: Mcl-1/Noxa binding inhibitors, primary screen, biochemical, TR-FRET, 1536-well. Induced myeloid leukemia cell differentiation protein Mcl-1 (Homo sapiens), Q07820. TR-FRET Mcl-1/Noxa peptide binding, 2 h. inhibition, % at 21.7 µM. hit rate 1.5% among 220,000. AID 1022, 2008;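 active = compounds that cut the protein-peptide binding signal by more than 50% relative to plate controls in a single-dose test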;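 note: His-tagged Mcl-1 with rhodamine Noxa BH3 peptide and terbium anti-His antibody; 0% = Mcl-1 plus Noxa peptide wells and 100% = peptide-only wells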
# Target sequence (Q07820 whole entry, looked up): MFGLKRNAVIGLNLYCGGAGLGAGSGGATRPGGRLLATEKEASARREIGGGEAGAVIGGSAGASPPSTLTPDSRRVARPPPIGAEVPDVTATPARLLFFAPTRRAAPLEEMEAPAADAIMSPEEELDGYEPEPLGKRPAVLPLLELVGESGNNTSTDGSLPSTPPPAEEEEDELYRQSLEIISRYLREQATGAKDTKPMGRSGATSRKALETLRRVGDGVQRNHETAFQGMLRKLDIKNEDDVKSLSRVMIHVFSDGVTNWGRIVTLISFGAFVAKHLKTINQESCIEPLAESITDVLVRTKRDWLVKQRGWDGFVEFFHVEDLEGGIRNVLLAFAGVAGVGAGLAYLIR
# Mcl1 Bid PPI: Mcl-1/Bid binding inhibitors, primary screen, biochemical, TR-FRET, 1536-well. TR-FRET Mcl-1/Bid-Dy647 peptide binding. hit rate 0.97% among 220,000. inhibition, % at 21.7 µM. Induced myeloid leukemia cell differentiation protein Mcl-1 (Homo sapiens), Q07820. AID 1021, 2008;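 active = compounds that cut the binding signal by more than half at the single screening dose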;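 note: His-tagged Mcl-1 with europium anti-His antibody binding Bid BH3 peptide; 0% = Mcl-1 plus peptide wells and 100% = peptide-only wells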
# Pf gamet viab: late stage P. falciparum gametocyte viability inhibitors, primary screen, ATP luminescence, HTS | P. falciparum stage V gametocytes, 24 h | inhibition, % at 10.9 µM | hit rate 0.065% among 150,000 | AID 743093, 2013;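 active = inhibition above the mean plus 3 SD of compounds within the control limits, set per campaign, cut at about 38% in these data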;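 note: 0% = DMSO wells and 100% = medium only without gametocytes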
# RGS8-Gao reg: RGS8-Galphao binding modulators, primary screen, biochemical, multiplexed bead flow cytometry. response (percent of control binding), % at 10 µM. AID 1423, 2008. hit rate 0.34% among 220,000. actives lie on both sides. Guanine nucleotide-binding protein G(o) subunit alpha (Homo sapiens), P09471; in the data active = response below about 60% or above about 140%; inactive = in between;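 note: Galphao activated as the GDP aluminium fluoride complex binding bead-coupled RGS8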
# Target sequence (P09471 whole entry, looked up): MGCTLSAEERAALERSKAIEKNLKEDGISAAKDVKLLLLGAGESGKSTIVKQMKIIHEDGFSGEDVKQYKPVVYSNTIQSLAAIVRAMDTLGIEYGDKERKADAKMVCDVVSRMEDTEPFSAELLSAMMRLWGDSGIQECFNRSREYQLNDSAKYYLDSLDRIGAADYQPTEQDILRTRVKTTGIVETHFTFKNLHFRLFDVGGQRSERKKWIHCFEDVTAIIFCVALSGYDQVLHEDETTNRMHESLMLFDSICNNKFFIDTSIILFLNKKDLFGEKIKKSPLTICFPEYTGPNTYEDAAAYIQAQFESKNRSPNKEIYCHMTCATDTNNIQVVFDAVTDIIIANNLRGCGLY
# * = called active by the depositor. Some of the compounds tested; the hit share may differ from the screen's.
no.	SMILES	Mcl1 Noxa PPI	Mcl1 Bid PPI	Pf gamet viab	RGS8-Gao reg
1	CC1(c2ccc(Cl)cc2)NC(=S)N2C1NC(=S)N2c1ccccc1 (stereo unspecified)	-11.7	-151.0	-35.1	100.8
2	COC(=O)C(C(=O)OC)C(c1ccccc1)C(C(=O)c1ccccc1)[N+](=O)[O-] (stereo unspecified)	12.2	-10.5	6.6	96.4
3	COc1ccc(-c2cc3nc(C)n(N)c(=O)c3s2)cc1	-6.5	-9.6	5.1	94.9
4	CCCC1C(=O)N(Cc2ccccc2)C(=O)CC1C (stereo unspecified)	6.1	9.4	-0.4	101.2
5	CN1CCN(CC#CCC(O)(c2ccccc2)c2ccccc2)CC1	12.2	14.4	-1.7	100.9
6	Cn1ccc(CC(=O)N2CCC(N3CCC(C(=O)N4CCCC4)CC3)CC2)c1	5.1	-116.8	-12.3	101.1
7	O=c1nc(N/N=C/c2c[nH]c3ccccc23)cn[nH]1	14.1	-40.4	-55.3	99.4
8	O=S(=O)(c1ccc(-c2ccon2)s1)N1CCOCC1	5.0	-17.0	6.0	97.9
9	Cc1ccc2c(c1)C1CN(C)CCC1N2Sc1ccccc1[N+](=O)[O-] (stereo unspecified)	14.4	0.3	-1.8	100.5
10	Cc1ccc(-c2nn(C)c(=O)c3ccccc23)cc1CN1CCCCC1	16.4	-34.2	16.7	98.6
11	O=C(CSCc1ccc(C(=O)O)cc1)Nc1ccc2ccccc2c1	20.3	-28.6	0.2	102.8
12	COc1ccc(CCNC(=S)NC(=O)c2cc(OC)c(OC)c(OC)c2)cc1OC	21.0	-6.7	5.3	103.0
13	CCCN1CNC(=S)N(c2cccc(C)c2)C1	2.4	-37.0	5.5	101.7
14	O=C(NN1CC(=O)N(c2cc(Cl)cc(Cl)c2)CC1=O)c1sccc1Cl	-1.3	-37.5	-17.4	100.8
15	O=C1C2C3C=CC(C3)C2C(=O)N1Nc1ccccc1 (stereo unspecified)	7.6	-20.0	8.3	100.3
16	Fc1cc2[nH]cnc2cc1Cl	4.7	-8.2	-10.3	105.1
17	Cc1cc(N2C(=O)[C@@H]3[C@H](C2=O)[C@@H]2C[C@H]3C(Br)C2Br)no1 (stereo partly specified)	0.9	-14.8	-18.8	97.7
18	CC(=O)Nc1ccc(Br)c(Cl)c1	22.2	-7.8	-19.8	98.7
19	O=C(/C(=C/c1ccncc1)n1ccnc1)c1ccc(Cl)cc1Cl	-1.5	-46.5	-5.2	99.5
20	Cc1cccc2c1NC1(CCCC1)CC2C (stereo unspecified)	0.0	-118.9	4.4	98.9
21	COc1cc(C2c3sc(=O)[nH]c3SC3C(=O)N(c4ccc(C)cc4)C(=O)C32)ccc1O (stereo unspecified)	22.2	-20.7	18.6	102.3
22	O=C(Nc1cccc(S(=O)(=O)N2CCCCC2)c1)c1ccc2ncsc2c1	10.8	24.1	8.0	103.2
23	N#Cc1nc(-c2ccco2)oc1NCc1ccccc1Cl	-7.7	-24.2	2.8	102.6
24	Cc1ccccc1CSc1nnc(-c2cnccn2)n1C	12.6	-16.3	5.5	97.8
25	COc1ccc(/C=N/NC(=O)c2ccncc2)cc1CN1CCOCC1	-5.3	-15.4	-7.7	97.5

# Continuation:
no.	SMILES	Mcl1 Noxa PPI	Mcl1 Bid PPI	Pf gamet viab	RGS8-Gao reg
26	O=C(CN1CCN(c2ccc([N+](=O)[O-])cc2Cl)CC1)N1CCOCC1	4.1	-56.0	-12.1	100.4
27	O=C1NCCCCC1NS(=O)(=O)c1ccc(F)c(F)c1 (stereo unspecified)	13.5	3.5	-3.1	100.2
28	CN(C)S(=O)(=O)c1cccc(NC(=O)NCCCl)c1	20.3	-24.8	20.0	98.6
29	O=C(COc1cccnc1[N+](=O)[O-])Nc1ccc2c(c1)CCC2	-2.8	-58.0	-5.4	99.1
30	CN1CCCC(OC(=O)c2cccc(Cl)c2)C1 (stereo unspecified)	6.5	2.7	2.2	102.2
31	COc1ccc(C(=O)C[n+]2ccc3ccccc3c2C)cc1	-1.6	-15.2	6.7	99.8
32	c1ccc(Cn2c3ccccc3c3nnc(SCCN4CCCCC4)nc32)cc1	14.6	-12.6	-12.5	101.4
33	Cn1c(=O)[nH]c(=O)c2c1nc(N/N=C/c1ccncc1)n2Cc1ccc(Cl)cc1	17.8	-34.3	-8.5	101.1
34	Cc1ccc(-n2c(=O)c3c4c(sc3n3c(=S)[nH]nc23)CCC4)cc1	16.7	-44.3	1.0	101.3
35	O=C1/C(=C/c2cccnc2)SC(=S)N1Nc1ccccc1	-6.0	-20.3	2.1	100.3
36	c1ccc(CCNc2nc(-c3ccccn3)nc3ccccc23)cc1	-89.2	-68.6	17.9	101.5
37	C=CCNC(=S)N1CCN(CCNC2=CC(=O)CC(C)(C)C2)CC1	-7.6	-41.5	23.0	100.4
38	Cc1cccc(C)c1OCC(=O)N(Cc1ccc(N(C)C)cc1)C1CCS(=O)(=O)C1 (stereo unspecified)	-5.7	-28.6	-1.8	100.0
39	CC(C)OC(=O)C(C)Nc1ccc(F)c(Cl)c1 (stereo unspecified)	17.2	-65.7	7.8	101.0
40	COc1ccc(/C=C2\SC(=S)N(CC(=O)OCC(=O)Nc3cc(Cl)cc(Cl)c3)C2=O)cc1	-2.6	-23.8	4.5	99.4
41	CN(C(=O)c1c[nH]c(=O)cc1C(F)(F)F)c1ccc(Cl)c(Cl)c1	17.9	-8.1	-44.1	101.4
42	COc1ccc(C(CC(=O)N2CCOCC2)c2c(OC)cc(OC)c3ccc(=O)oc23)cc1 (stereo unspecified)	-7.4	-26.0	4.1	105.5
43	COc1ccc(CCNC(=O)C2CC(c3cccc(F)c3)=NO2)cc1 (stereo unspecified)	-4.5	-24.9	8.9	101.2
44	Nc1c(-c2n[nH]c(=S)n2-c2ccc(Cl)cc2Cl)cnn1-c1ccccc1	13.7	-75.8	-4.5	91.0
45	Cc1onc(-c2ccc(Cl)cc2)c1-c1ccnc(SCC(=O)Nc2cc(Cl)cc(Cl)c2)n1	-0.7	11.0	14.2	100.0
46	COc1ccc(CCN2C(=O)CC(C(N)=O)SC2=Nc2ccccc2)cc1 (stereo unspecified)	20.3	-15.0	-11.7	100.0
47	COc1ccc(/C=C/c2nnc(NC(=O)COc3ccccc3)s2)cc1	-8.6	-17.8	-2.6	100.3
48	N#CCCN(CCC#N)C(=S)NC1CC2C=CC1C2 (stereo unspecified)	-0.8	-29.5	19.0	102.2
49	Cc1ccc(NC(=O)Nc2nnc(-c3ccccc3F)s2)cc1	-2.1	-10.7	-40.8	100.3
50	CC(C)C[C@H](NC(=O)CCCn1nnc2ccccc2c1=O)C(=O)O	-0.1	-33.7	-5.7	99.1

# The list goes on, starting with the last 6 of the part before.
no.	SMILES	Mcl1 Noxa PPI	Mcl1 Bid PPI	Pf gamet viab	RGS8-Gao reg
45	Cc1onc(-c2ccc(Cl)cc2)c1-c1ccnc(SCC(=O)Nc2cc(Cl)cc(Cl)c2)n1	-0.7	11.0	14.2	100.0
46	COc1ccc(CCN2C(=O)CC(C(N)=O)SC2=Nc2ccccc2)cc1 (stereo unspecified)	20.3	-15.0	-11.7	100.0
47	COc1ccc(/C=C/c2nnc(NC(=O)COc3ccccc3)s2)cc1	-8.6	-17.8	-2.6	100.3
48	N#CCCN(CCC#N)C(=S)NC1CC2C=CC1C2 (stereo unspecified)	-0.8	-29.5	19.0	102.2
49	Cc1ccc(NC(=O)Nc2nnc(-c3ccccc3F)s2)cc1	-2.1	-10.7	-40.8	100.3
50	CC(C)C[C@H](NC(=O)CCCn1nnc2ccccc2c1=O)C(=O)O	-0.1	-33.7	-5.7	99.1
51	Cc1nc2sc(C(=O)Nc3ccccc3Cc3ccccc3)c(C)c2c(=O)[nH]1	-1.2	1.7	9.1	106.0
52	CCOC(=O)N1CCC(NC(=O)CCCC(=O)O)CC1	-11.5	-4.2	6.3	97.3
53	O=C(O)c1cccc(NC2=C(N3CCOCC3)C(=O)c3ccccc3C2=O)c1	12.6	-49.3	12.9	100.2
54	O=C(N/N=C/c1ccc(Br)s1)c1cccs1	-13.5	-48.9	2.0	100.2
55	O=C1CN(C(=O)c2cccc(S(=O)(=O)N3CCCC3)c2)c2ccccc2N1	-6.5	-23.3	-25.0	96.5
56	O=C(Oc1ccccc1C(=O)N1CCOCC1)c1ccc(F)cc1	-9.5	-16.7	-9.7	102.5
57	COc1ccc(/C=C/C(=O)C2(O)CCCCC2)cc1	0.8	-23.0	3.4	102.6
58	COc1ccc(NS(=O)(=O)c2ccc(Oc3c(C#N)cccc3C#N)cc2)cc1	12.4	-6.0	-10.1	99.1
59	O=C(O)c1ccc(-n2cccc2/C=N\NC(=O)c2cc3cc(Br)ccc3o2)cc1	92.0*	-36.3	2.4	98.5
60	CN(Cc1cnccn1)C(=O)CC1C(=O)NCCN1Cc1c(F)cccc1Cl (stereo unspecified)	-19.5	-61.9	-12.4	99.9
61	O=C(N/N=C/c1ccc([N+](=O)[O-])cc1)c1cc2ccccc2o1	44.2	16.4	6.1	100.1
62	CN(C)C(=O)c1ccc(OCC(F)(F)F)nc1	13.1	-6.3	1.3	100.1
63	O=C(CSc1nc2ccccc2n1Cc1ccccc1)N/N=C/c1ccccc1C(=O)O	15.9	-13.2	19.4	96.8
64	Cc1cc(C)n2nc(N)c(N=Nc3ccccc3)c2n1	14.1	-8.1	4.0	99.8
65	Cc1onc(-c2ccccc2)c1C(=O)N/N=C/c1cccs1	5.4	19.4	-16.9	105.4
66	O=C1NCCN1CCN1C(=O)c2ccccc2NC1c1ccccc1 (stereo unspecified)	-0.1	-10.4	-29.7	100.1
67	Cc1oc(S(=O)(=O)N2CCCCC2)cc1NC(=O)Nc1ccc(Cl)cc1	24.1	-6.2	6.3	102.3
68	Cc1cc(NC(=O)CSc2nc(N)c(NC(=O)c3ccco3)c(=O)[nH]2)no1	15.4	-41.4	7.3	119.1
69	Cc1cc(C(=O)NNS(=O)(=O)c2ccccc2C(F)(F)F)nn1C(C)(C)C	-0.5	-2.8	9.5	106.1
70	Cn1cccc1C1C(C#N)=C(N)OC2=C1C(=O)CCC2 (stereo unspecified)	-21.8	-49.9	-16.0	99.9
71	COc1ccccc1-c1cc(=O)c2c(O)ccc([N+](=O)[O-])c2o1	12.8	-61.8	20.9	101.0
72	N/C(=N\c1nc2ccccc2o1)NC(=O)c1ccc([N+](=O)[O-])cc1	14.2	-1.6	1.4	101.0
73	NC(=O)c1ccc[n+](CC(=O)c2ccc(F)cc2)c1	-21.8	-27.6	14.1	102.6
74	Clc1nc(N2CCOCC2)ncc1Br	5.9	6.6	-8.2	98.4
75	Cc1nc([N+](=O)[O-])cn1CC(O)c1ccc(Cl)cc1 (stereo unspecified)	-7.8	2.8	25.2	99.5

# The results go on.
no.	SMILES	Mcl1 Noxa PPI	Mcl1 Bid PPI	Pf gamet viab	RGS8-Gao reg
76	COc1cccc(/C=N/n2c(-c3cc(C)[nH]n3)n[nH]c2=S)c1	27.0	-119.8	-5.0	102.6
77	CCN(c1cccc2ccccc12)S(=O)(=O)c1ccc(Cl)nc1	-0.8	5.8	1.8	103.1
78	CN1N=C2c3ccccc3CCC2C1c1ccc(Cl)cc1 (stereo unspecified)	-0.2	-3.2	-8.3	101.7
79	CSc1nccc(-c2c(-c3ccc(Cl)cc3)noc2C)n1	-16.5	-8.0	13.2	104.5
80	Cn1cc(S(=O)(=O)NCc2ccc(Cl)cc2)c(=O)n(C)c1=O	-2.7	4.3	-9.6	99.8
81	COc1ccc(N=Nc2ccc(O)c(P(=O)(c3ccccc3)c3ccccc3)c2)cc1	0.8	7.3	0.3	99.2
82	CCOC(=O)c1ccc(NC(=O)c2nc[nH]c2C(=O)N2CCc3ccccc3C2)cc1	-0.9	11.3	21.3	95.5
83	Cc1oc(S(=O)(=O)N2CCCCC2)cc1NC(=O)Nc1ccc(F)cc1	-11.8	-9.4	10.2	101.0
84	N#CC1=C(N)NC(=S)C(C(N)=O)C1c1ccccc1F (stereo unspecified)	2.9	-47.7	-7.6	99.4
85	COc1ccc(/C=N/NC(=S)N[C@H]2CC3CCC2C3)cc1 (stereo partly specified)	21.7	-14.5	-3.7	99.0
86	Cc1nc(C)c(Oc2cccc(C(F)(F)F)c2)c(=O)[nH]1	-1.7	-13.8	-21.8	102.5
87	COc1cc(/C(C)=N/NC(=O)CN2CCN(S(=O)(=O)c3ccc(C)cc3)CC2)ccc1O	0.3	-83.5	39.3*	92.5

# An excerpt from above in order of formula weight, ascending.
no.	SMILES	Mcl1 Noxa PPI	Mcl1 Bid PPI	Pf gamet viab	RGS8-Gao reg
84	N#CC1=C(N)NC(=S)C(C(N)=O)C1c1ccccc1F (stereo unspecified)	2.9	-47.7	-7.6	99.4
79	CSc1nccc(-c2c(-c3ccc(Cl)cc3)noc2C)n1	-16.5	-8.0	13.2	104.5
80	Cn1cc(S(=O)(=O)NCc2ccc(Cl)cc2)c(=O)n(C)c1=O	-2.7	4.3	-9.6	99.8
77	CCN(c1cccc2ccccc12)S(=O)(=O)c1ccc(Cl)nc1	-0.8	5.8	1.8	103.1
